Screens (PubChem BioAssay)
LDHA inh – inhibitors of human lactate dehydrogenase A. 480,000 compounds, 0.15% hits. activity change, % (values are at about 110 or 230 µM). AID 1347041. purified LDHA, NADH/diaphorase-resazurin fluorescence; stronger effect = lower value. P00338; in the data active means activity change below about -30%; inconclusive means mostly about -25% to -30%;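 further: plate controls were DMSO wells for no effect and wells without enzyme for full effect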
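Resorufin fluorescence (ex540/em590), read at 0 and 20 min after diaphorase/resazurin addition, reports the NADH left after a 5 min room-temperature reaction of 2 nM human LDH5 with 0.06 mM NADH and 0.2 mM pyruvate.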
ALOX12 inh – ALOX12 (human) lipoxygenase inhibition. Potency, µM (titrated, usually from 108 µM), inactives show at the top dose activity change, negative = inhibition, most hits filed as inhibitors. 580,000 compounds, 1.1% hits. purified 12hLO, xylenol orange hydroperoxide absorbance. P18054; active means well fitted inhibition curve with a large enough effect; inconclusive means small, poorly fitted or top-dose-only effect, or another doubt; inactive means no such curve, though single readings can be large or run the other way; further: potency means the concentration at half of the fitted maximal effect
Target sequence (P18054 whole entry, looked up): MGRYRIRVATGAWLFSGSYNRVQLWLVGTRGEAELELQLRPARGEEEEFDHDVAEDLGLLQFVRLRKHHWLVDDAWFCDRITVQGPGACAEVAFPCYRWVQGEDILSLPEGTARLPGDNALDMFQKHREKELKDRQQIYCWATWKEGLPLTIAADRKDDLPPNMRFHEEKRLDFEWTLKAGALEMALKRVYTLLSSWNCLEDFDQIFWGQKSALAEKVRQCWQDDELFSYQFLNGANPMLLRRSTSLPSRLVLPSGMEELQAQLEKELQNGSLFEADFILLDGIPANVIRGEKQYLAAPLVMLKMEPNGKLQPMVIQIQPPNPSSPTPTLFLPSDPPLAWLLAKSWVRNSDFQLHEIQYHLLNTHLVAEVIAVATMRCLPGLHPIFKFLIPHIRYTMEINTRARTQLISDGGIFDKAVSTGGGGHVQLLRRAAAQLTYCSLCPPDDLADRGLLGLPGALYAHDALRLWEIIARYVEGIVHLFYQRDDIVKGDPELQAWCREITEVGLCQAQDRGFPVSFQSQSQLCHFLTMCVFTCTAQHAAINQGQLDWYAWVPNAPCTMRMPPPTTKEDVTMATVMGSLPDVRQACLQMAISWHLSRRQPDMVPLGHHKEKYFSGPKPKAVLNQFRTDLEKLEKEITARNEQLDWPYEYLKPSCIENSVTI
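Hydroperoxide product was detected by ferrous iron/xylenol orange as the 573 to 405 nm absorbance ratio. Arachidonic acid at 40 uM (final) was turned over for 30 min at room temperature by 150 nM human 12hLO, pH 7.0 Hepes buffer, after 15 min compound preincubation.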
The depositor's hits bear a star; ? = inconclusive; [ ] = another dose, or the depositor's remark. Unless noted, on the % scale 0 is the no-effect control and ±100 the full control effect. A portion of the library. The share of hits here may be higher or lower than overall.

Below each compound – LDHA inh, ALOX12 inh
Cc1ccc(NC(=O)c2cc3cc(Cl)ccc3[nH]2)cc1
 : -2, 6%
CC(C)CCn1nc(C(=O)OCC(=O)c2ccc3c(c2)NC(=O)CO3)c2ccccc2c1=O
 : -9, 11%
CCc1ccc(CC)c(C(=O)Cn2cnc3c2c(=O)n(C)c(=O)n3C)c1
 : 6, -10%
Cc1ccc(-c2nc3ccccc3s2)cc1S(=O)(=O)N1CCCCC1
 : -4, ?
CCC(C)(C)NC(=O)CSc1nnc(N2CCCC2)n1-c1ccc(C)cc1
 : 0, 55%[activator]
CCOC(=O)c1nc2ccccc2nc1NCCc1ccc(C)cc1
 : 4, -7%
C(=C\c1ccccc1)/C=N/n1c2ccccc2c2ccccc21
 : 0, -11%
Cc1cc(=O)n2[nH]c(NCc3ccccc3)nc2n1
 : 1, ?
COCCCNC(=O)C1CCN(S(=O)(=O)c2ccc3c(ccn3C)c2)CC1
 : -2, 11%
CCCCn1c(-c2csnn2)nc2c1c(=O)[nH]c(=O)n2CCCC
 : 2, 5%
CCCCCC(=O)N1CCN(CCNc2cc(=O)oc3ccccc23)CC1
 : 0, -19%
CCOc1ccc(C2(c3cccc(Br)c3)CCCCC2)cc1
 : -2, ?
N#Cc1nc(COc2ccc(Br)cc2)oc1NCc1ccncc1
 : -9, ?
CCN(CC)C(=O)c1noc2c1CC(C(C)(C)C)CC2 (stereo unspecified)
 : -3, ?
CC(C)c1ccc(S(=O)(=O)N2CCN(C(=O)CNC(=O)NCc3ccc(F)cc3)CC2)cc1
 : -2, -19%
Cc1cc(C(=O)OCC(=O)c2cc(C)n(CCc3ccccc3)c2C)c2ccccc2n1
 : -9, ?
COc1c(C)cc(Br)cc1C(=O)Nc1ccc2oc(-c3cccnc3)nc2c1
 : 14, 59%
COc1cc(OC)nc(Nc2nc(C(N)Cc3ccc(Cl)cc3)cs2)n1 (stereo unspecified)
 : -6, ?
COc1ccc(C(=O)COc2ccc3c(c2)OCO3)cc1OC
 : -12, 45µM*
COc1ccc2c(-c3ccccc3)cc(SCC(=O)NCC(C)C)nc2c1
 : -2, -4%
N#C/C(=C\c1ccc(F)cc1)S(=O)(=O)c1ccccc1
 : 1, ?
O=C(N[C@@H](Cc1ccccc1)C(=O)Nc1cccc(N2CCCC2=O)c1)c1cccs1
 : 13, 6%
COc1ccc(NC(=O)/C=C/c2ccc3ccccc3n2)c(OC)c1
 : -3, 2%
CC(C)N1CCC1(C)C(=O)Nc1ccc2cn[nH]c2c1 (stereo unspecified)
 : -2, -5%
O=C(CCCc1cccs1)N(Cc1cccnc1)C1CC1
 : 5, 11%
Cc1nc2ccc(C(=O)OCc3ccccn3)cc2nc1C
 : 2, -13%
CC(=O)Nc1cccc(-c2ccnc3c2CC(C)(C(=O)NCc2cccs2)O3)c1 (stereo unspecified)
 : -13, 4%
COC(=O)c1ccc(C(=O)OC)c(NC(=O)NCCn2c(-c3ccccc3)nc3ccccc32)c1
 : -13, -2%
Cc1ccc(C2CC(c3ccc4c(c3)OCO4)=NN2C(=O)CCC(=O)O)cc1 (stereo unspecified)
 : -4, 7%
O=C(Cn1c(-c2cscn2)nc2ccccc21)Nc1ccccc1N1CCCC1=O
 : 22, -13%

Molecules shown so far containing a thiophene ring, fused or not, in the order listed:
Below each compound – LDHA inh, ALOX12 inh
O=C(N[C@@H](Cc1ccccc1)C(=O)Nc1cccc(N2CCCC2=O)c1)c1cccs1
 : 13, 6%
O=C(CCCc1cccs1)N(Cc1cccnc1)C1CC1
 : 5, 11%
CC(=O)Nc1cccc(-c2ccnc3c2CC(C)(C(=O)NCc2cccs2)O3)c1 (stereo unspecified)
 : -13, 4%

Structures listed so far marked active in ALOX12 inh.
Below each compound – LDHA inh, ALOX12 inh
COc1ccc(C(=O)COc2ccc3c(c2)OCO3)cc1OC
 : -12, 45µM*

Following part:
Below each compound – LDHA inh, ALOX12 inh
Cc1ccc(NC(=O)C(C)C)c(Br)c1
 : -4, ?
COc1cc(NC(=O)c2ccc(NS(C)(=O)=O)cc2)cc(OC)c1OC
 : 1, -15%
CC(C)Cc1cnc2c(c1SCC(=O)NC(C)C)c(=O)n(C)c(=O)n2C
 : -5, ?
CN(C)CCOC(=O)C12CCC3CC(CC(C3)C1)C2
 : -3, ?
CCN(CC)C(=O)c1ccc(NS(=O)(=O)c2cccs2)cc1
 : 3, -8%
CSc1ccc(CN2CCCCCC2c2sccc2C)cc1 (stereo unspecified)
 : 9, ?
Cc1cc2oc(=O)cc(CN(C)C(C)C3CC3)c2cc1C(C)C (stereo unspecified)
 : 1, ?
CC1CCN(c2ccc(NC(=O)c3nn(-c4ccccc4)c(=O)c4ccccc34)cc2)CC1
 : -1, -42%
CC1CCC(NC(=O)C(Cc2c[nH]c3ccccc23)NC(=O)c2ccccc2Cl)CC1 (stereo unspecified)
 : -7, ?
O=C(CC[C@H]1O[C@@H](n2ccc(=O)[nH]c2=O)[C@H](O)[C@@H]1O)NCC1CCCO1 (stereo partly specified)
 : -4, 8%
CCSc1nnc(-c2nn(C)c3c2CN(S(=O)(=O)c2ccc(C(C)=O)cc2)CC3)n1CC
 : 0, ?
CCC(Oc1ccc(F)cc1)C(=O)N1CCC(c2nc3ccccc3o2)CC1 (stereo unspecified)
 : 7, 16%
Cc1ccc2oc(-c3cccc(F)c3)cc(=O)c2c1
 : 7, 0%
Cc1c(-c2ccccc2)oc2c(C(=O)NC3CCN(Cc4ccccc4)C3)cccc2c1=O (stereo unspecified)
 : 8, -28%
COc1ccc(C(=O)NC(NC(C)C)C(Cl)(Cl)Cl)cc1 (stereo unspecified)
 : 0, 18%
COc1cc(Nc2cccc(-c3ccccc3)n2)cc(OC)c1OC
 : 10, ?
N#Cc1ccc(OCc2c(-c3ccccc3)nnn2CC(=O)O)cc1
 : -11, -2%
Cc1cc(Cl)ccc1NC(=O)COc1ncnc2ccc(Br)cc12
 : 6, ?
CC(=O)c1ccc(NC(=O)NCCNc2ccc(C#N)cn2)cc1
 : 4, 10%
Cc1ccc([N+](=O)[O-])cc1NS(=O)(=O)c1cccs1
 : 1, 6%
CC(C)c1nc(N2CCN(C(=O)C(=O)NCCc3ccccc3)CC2)c(C#N)c2c1CCCC2
 : -2, -2%
Cn1cc(/C=C2/CC(=O)N(c3ccc(C(=O)O)cc3)C2=O)c2ccccc21
 : 15, ?
Cn1ccnc1C(OC(=O)CC12CC3CC(CC(Br)(C3)C1)C2)C(F)(F)F (stereo unspecified)
 : 3, -12%
Cc1cc(C)c2oc(C(=O)NCC(c3cccs3)N3CCOCC3)cc(=O)c2c1 (stereo unspecified)
 : 5, 35%[activator]
CC(C)n1nc(C(=O)OCC(=O)Nc2cc(Cl)ccc2Cl)c2ccccc2c1=O
 : 2, 4%
COc1ccc(NC(=O)c2cc(-c3cc(F)ccc3OC(C)C)n[nH]2)c(C)c1
 : -1, -17%
CC1CN(C)CC(C)C1=O (stereo unspecified)
 : -13, -28%
CN1C(=O)Cc2cc(-c3csc(Nc4ccccc4)n3)ccc21
 : -2, -35%
COc1cccc(NC(=O)CCCN(c2ccc(Cl)cc2)S(C)(=O)=O)c1
 : 2, ?
Cc1ccc(SCc2cc(=O)oc3c(C)c(C)ccc23)cc1
 : -1, ?

Individual results from above.
LDHA inh result of `N#C/C(=C\c1ccc(F)cc1)S(=O)(=O)c1ccccc1` : 1
LDHA inh result of `COc1ccc(NC(=O)c2cc(-c3cc(F)ccc3OC(C)C)n[nH]2)c(C)c1` : -1
LDHA inh result of `Cc1cc2oc(=O)cc(CN(C)C(C)C3CC3)c2cc1C(C)C` (stereo unspecified) : 1
LDHA inh result of `CCOc1ccc(C2(c3cccc(Br)c3)CCCCC2)cc1` : -2

(listing goes on)
Below each compound – LDHA inh, ALOX12 inh
O=C(O)c1cc(Cl)ccc1Br
 : 2, 3%
Nc1nc(N2CCN(Cc3ccccc3Cl)CC2)c2[nH]cnc2n1
 : -2, -29%
CC1=C(C(=O)OC(C)C)C(c2cccnc2)c2c(nc(SCC(C)C)[nH]c2=O)N1 (stereo unspecified)
 : 8, -10%
O=C(NC1CCCC1)C(Sc1nc2ccccc2o1)c1ccccc1 (stereo unspecified)
 : 2, 4%
CC(C)c1noc(C(C)Sc2cc(C(N)=O)c3ccccc3n2)n1 (stereo unspecified)
 : 5, ?
COc1ccc(Oc2ccc(Oc3ccc(OC)cc3)cc2)cc1
 : 0, 26%
O=C(Nc1nccs1)C1=Cc2cc(Cl)ccc2OC=C1
 : 10, 3%
O=C(Nc1ccccc1Cl)c1cc(C2CCCN(S(=O)(=O)c3cccs3)C2)on1 (stereo unspecified)
 : -4, -50%
CC(C)Cn1c(-c2ccncc2)nc2c1c(=O)[nH]c(=O)n2CC(C)C
 : 9, 8%
CCCCOc1ccc(/C=C/C(=O)c2ccc(OC)c(CSCC(=O)O)c2)cc1
 : 2, ?
COCC(C)NS(=O)(=O)c1c(C)c(C)c(C)c(C)c1C (stereo unspecified)
 : -2, 23%
CCN(CC(=O)Nc1ccccc1C(F)(F)F)C(=O)Cc1ccc2ccccc2c1
 : -10, -5%
Cc1ccnc(N/C=C(/Cl)C(=O)C(F)(F)F)c1
 : -1, 40µM*
CCc1ccc(C(=O)C(C)OC(=O)c2ccc3c(c2)CCCC3)cc1 (stereo unspecified)
 : 1, -8%
Cc1cc(OCC(=O)NC(C)C)c2c(C)cc(=O)oc2c1
 : 0, 18%
CCOc1ccc(NC(=O)CC2Sc3ccccc3NC2=O)cc1 (stereo unspecified)
 : 13, -20%
O=C(CSc1nnc(Cc2cc(=O)[nH]c(=O)[nH]2)n1-c1ccc(F)cc1)c1ccc(Cl)cc1
 : 3, -21%
O=C(Nc1ccc(Oc2ccccc2)cc1)c1ccc[n+]([O-])c1
 : 2, ?
N#Cc1ccc(CSc2nccc(C(F)(F)F)n2)cc1
 : 8, 2%
CC(=O)Nc1ccc(NC(=O)c2csc([C@@H]3O[C@H](CO)[C@H](O)[C@H](O)[C@H]3O)n2)cc1
 : 2, -23%
COc1ccccc1C(=O)N1CCN(c2oc(-c3cccc(C)c3)nc2C#N)CC1
 : 3, -54%
CCC(C)NC(=O)Cc1ccc2c(c1)CCCC2 (stereo unspecified)
 : -8, ?
Cc1ccc2nc(Nc3nc(C(C)C)cc(=O)[nH]3)nc(C)c2c1
 : 3, 12%
CC(C)C(N)c1csc(NC(=O)Nc2cccc(C(F)(F)F)c2)n1 (stereo unspecified)
 : -10, ?
COc1ccc(/C=C/c2ccc3cc(C)ccc3n2)cc1O
 : 4, ?
COc1cccc(OC(=O)c2ccc(Cl)cc2Cl)c1
 : 1, 6%
CC1=C(C(=O)OC(C)C)C(c2ccc(O)cc2)C2=C(CCCC2=O)N1 (stereo unspecified)
 : 0, -1%
CCOc1ccc(S(=O)(=O)NCc2ccccn2)cc1C
 : 17, 14%
Cc1nc(C(F)(F)F)ccc1C(=O)N1CCC1(C)C(=O)NS(=O)(=O)c1cccc(Cl)c1 (stereo unspecified)
 : -7, ?
CCOc1ccc(/C=C/C(=O)Nc2cccc3cccnc23)cc1OCC
 : 1, 29%

Some of the entries so far, tab-delimited:
Structure	LDHA inh	ALOX12 inh
CCOc1ccc(NC(=O)CC2Sc3ccccc3NC2=O)cc1 (stereo unspecified)	13	-20%
O=C(NC1CCCC1)C(Sc1nc2ccccc2o1)c1ccccc1 (stereo unspecified)	2	4%

The listing continues:
Below each compound – LDHA inh, ALOX12 inh
CCCOc1ccc(Br)cc1/C=C(/C#N)C(=O)OC
 : -2, -43%
CCOC(=O)c1cn(C)nc1S(=O)(=O)N1CCOCC1
 : 8, 11µM*
CC(C)CCNc1nc(C(=O)Nc2ccc(Cn3cncn3)cc2)cs1
 : -14, 43%[activator]
COc1ccc(N(C)S(=O)(=O)c2ccc3c(c2)C(=O)Nc2cc(Cl)ccc2O3)cc1
 : 9, -7%
OCCN(CC#CCC(O)(c1ccccc1)c1ccccc1)Cc1ccccc1
 : 9, ?
O=S(=O)(/C=C/CN1CCOCC1)c1ccc2ccccc2c1
 : 7, -7%
COC(=O)c1ccccc1C(=O)O
 : -13, ?
CN(Cc1ccc2ccccc2c1)C(=O)Cc1n[nH]c(=O)c2ccccc12
 : 20, 5%
O=C(NC1Cc2ccccc2C1)c1ccccc1
 : 4, ?
FC(F)(F)c1cc(-c2ccco2)nc2c(-c3ccc(Cl)cc3)cnn12
 : 2, -6%
CCNC(=O)COc1ncnc2ccc(Br)cc12
 : -1, -47%
Cc1cccc(C(=O)NNC(=S)NC(=O)/C=C/c2cccs2)c1
 : -22, 35µM*
COc1cc(/C=C/C(=O)O)cc(Br)c1OC
 : -6, -16%
CCc1ccccc1NC(=O)c1cc(C)nc2ccccc12
 : 2, -26%
CC(C)C(=O)Nc1ccc(N(C)C)cc1
 : -1, -36%
CC1(C(=O)NCc2ccccc2)CSCC(=O)N1CCOc1ccccc1 (stereo unspecified)
 : -7, ?
Cc1nc2cc(NC(=O)c3nn(Cc4ccccc4)c(=O)c4ccccc34)ccc2o1
 : 7, 6%
O=C(OCc1cccc(Cl)c1)c1ccccc1F
 : -4, 28%
COc1ccc(NC(=O)CN(Cc2ccc3c(c2)OCO3)C2CCCC2)cc1
 : 2, ?
